Source: PubChem
697 NFkB inh: lowers PMA/ionomycin-induced NF-kB signal in 697 B cells; actives 0.33% (n = 330,000); 697 B-cell NF-kB luciferase reporter, 16 h; inhibition, % at 4 µM; in the data active = inhibition above about 35%
Gli-Sufu antag: antagonists of Gli-Sufu signaling | AID 588413 | inhibition, % at 5 µM | Sufu-KO-LIGHT fibroblasts, Gli luciferase reporter luminescence | actives 0.74% (n = 340,000);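 active = inhibition above about 55%, limit read from the data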;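 note: 0% = DMSO-treated cells and 100% = wells with medium but no cells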
EBI2 antag: antagonists of human EBI2 receptor. inhibition, % at 5 µM. P32249. EBI2 beta-arrestin recruitment, luminescence, 7a,25-OHC stimulated. actives 0.81% (n = 360,000). AID 651636; in the data active = inhibition above about 38%;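 note: enzyme fragment complementation signal reports receptor beta-arrestin coupling in cells; 0% = agonist plus DMSO wells and 100% = wells without agonist; some results beyond the cut were filed as inactive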
UBC13 polyUb: human UBC13 polyubiquitination inhibition | P61088 | UBC13 polyubiquitin chain formation, TR-FRET | inhibition, % at 20 µM | actives 0.47% (n = 330,000) | AID 485273; in the data active = inhibition above about 45%, passing the limit was not always enough
APJ antag: antagonists of human APJ apelin receptor; actives 0.32% (n = 330,000); P35414; inhibition, % at 20 µM; CHO-K1 APJ beta-arrestin complementation, luminescence;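 active = inhibition above about 40% at 20 µM, limit read from the data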;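 note: cells challenged with 10 nM apelin-13 agonist together with compound; plate controls were apelin-13 plus DMSO wells for no effect and DMSO wells lacking apelin-13 for full effect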
Target sequence (P35414 whole entry, looked up): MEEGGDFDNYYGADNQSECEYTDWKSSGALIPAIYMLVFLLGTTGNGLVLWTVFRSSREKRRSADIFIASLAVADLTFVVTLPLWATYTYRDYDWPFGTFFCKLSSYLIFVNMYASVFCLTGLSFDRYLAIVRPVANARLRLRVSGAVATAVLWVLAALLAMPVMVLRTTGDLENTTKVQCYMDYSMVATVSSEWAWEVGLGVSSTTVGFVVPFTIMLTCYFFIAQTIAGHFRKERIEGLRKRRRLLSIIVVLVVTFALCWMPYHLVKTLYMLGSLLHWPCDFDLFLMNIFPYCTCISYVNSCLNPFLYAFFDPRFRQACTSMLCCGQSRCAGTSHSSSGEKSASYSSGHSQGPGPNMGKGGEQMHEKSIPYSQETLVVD
CCR6 antagonist: antagonists of human CCR6 receptor | P51684 | CHO-K1 CCR6 PathHunter beta-arrestin, luminescence, CCL20-stimulated | inhibition, % at 20 µM | actives 0.49% (n = 340,000);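 active = compounds whose inhibition of the agonist-driven luminescence signal at 20 µM reaches about 50%, limit read from the data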;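 note: cells stimulated with CCL20 at 14 nM final; plate controls were DMSO with CCL20 for no effect and DMSO without agonist for full effect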
Target sequence (P51684 whole entry, looked up): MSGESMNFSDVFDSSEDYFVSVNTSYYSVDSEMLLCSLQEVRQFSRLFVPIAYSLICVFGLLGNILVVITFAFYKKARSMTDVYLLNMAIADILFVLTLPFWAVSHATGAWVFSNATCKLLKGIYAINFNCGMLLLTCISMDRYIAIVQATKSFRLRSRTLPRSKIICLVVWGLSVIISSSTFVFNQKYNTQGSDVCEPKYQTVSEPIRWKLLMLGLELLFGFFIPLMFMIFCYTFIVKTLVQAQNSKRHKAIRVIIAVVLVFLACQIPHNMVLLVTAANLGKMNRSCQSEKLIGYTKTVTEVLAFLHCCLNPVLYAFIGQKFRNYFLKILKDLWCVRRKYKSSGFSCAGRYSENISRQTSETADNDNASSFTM
CXCR6 inh: CXCR6 (human) receptor inhibition | inhibition, % at 20 µM | AID 602244 | actives 0.36% (n = 360,000) | CHO-K1 PathHunter CXCR6 beta-arrestin, luminescence; in the data active = inhibition above about 34%, passing the limit was not always enough;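 note: antagonist mode with CXCL16 agonist at 10 nM final; 0% = 10 nM CXCL16 with DMSO and 100% = unstimulated wells without agonist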
Target sequence (O00574 whole entry, looked up): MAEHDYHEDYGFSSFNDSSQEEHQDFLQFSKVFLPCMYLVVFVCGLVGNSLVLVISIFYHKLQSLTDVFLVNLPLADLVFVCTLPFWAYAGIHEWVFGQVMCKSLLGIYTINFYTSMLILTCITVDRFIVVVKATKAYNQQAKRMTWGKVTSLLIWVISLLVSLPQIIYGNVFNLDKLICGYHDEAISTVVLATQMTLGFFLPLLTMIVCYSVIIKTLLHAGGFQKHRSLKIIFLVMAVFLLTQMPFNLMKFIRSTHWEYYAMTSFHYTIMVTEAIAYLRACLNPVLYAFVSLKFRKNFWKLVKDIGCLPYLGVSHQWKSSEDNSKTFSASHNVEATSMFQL
Jurkat NFkB inh: inhibitors of the PMA/ionomycin-induced NF-kB reporter in Jurkat cells | PMA/ionomycin-induced NF-kB luciferase reporter, luminescence | inhibition, % at 4 µM | actives 0.53% (n = 330,000); in the data active = inhibition above about 50%
* = called active by the depositor; / = not tested or not shown.

SMILES	697 NFkB inh	Gli-Sufu antag	EBI2 antag	UBC13 polyUb	APJ antag	CCR6 antagonist	CXCR6 inh	Jurkat NFkB inh
CCN(CC)C(=N)/C(C#N)=N/Nc1ccc(C)cc1	-66	-62	-3	0	14	5	2	-99
CCCNS(=O)(=O)c1ccc(OCC(=O)NCc2ccco2)cc1	-36	10	-6	-6	-1	10	-2	7
CCOc1ccc(S(=O)(=O)N(C)c2ccc(OCC(=O)Nc3ccc4[nH]c(=O)[nH]c4c3)cc2)cc1	-10	26	2	-8	-7	-15	-8	-15
CC(C)n1nc(C(=O)Nc2cccc(S(=O)(=O)N3CCOCC3)c2)c2ccccc2c1=O	7	-8	-19	5	6	20	3	3
Cc1noc(C)c1-c1ccc2nc[nH]c(=O)c2c1	17	29	10	3	5	2	3	-8
CCOc1ccc(NN=C(C(=O)OC)C(=O)OC)c([N+](=O)[O-])c1	-5	3	-9	-33	2	-2	-3	5
c1ccc2c(Nc3ccc4c(c3)OCCO4)c3c(nc2c1)CCCC3	-30	52	-32	4	6	13	-6	12
CC(C)(C)c1cc(C(=O)Nc2cccnc2)cc(C(=O)Nc2cccnc2)c1	8	29	5	5	10	9	-6	-7
S=C(Nc1ccccc1)N1CCN(Cc2ccccc2)CC1	-2	-5	-2	3	-2	1	2	-5
CCOc1ccc(-n2c(C)nc3cc(C(=O)NCCN4CCOCC4)ccc32)cc1	-16	3	-2	-5	1	-1	3	-6
CCOC(=O)c1c(CSc2nc(C)cc(C)c2C#N)n(C)c2cc(Br)c(OC(C)=O)cc12	-24	79*	-13	-33	-16	1	-10	5
COc1ccc(NC(=O)CCCC(=O)c2ccccc2)cc1OC	5	-4	4	4	10	-4	0	-15
Cc1ccccc1NC(=O)C1CCCN1S(=O)(=O)c1cccc2cccnc12 (stereo not drawn)	10	3	-12	6	4	-7	8	2
CCN(CC(=O)Nc1c(F)cccc1F)C(=O)Cc1csc(-c2ccccc2)n1	1	1	-10	2	7	9	-4	8
Cc1cc2oc(C(=O)Nc3c(C)n(C)n(-c4ccccc4)c3=O)c(C)c2cc1C	6	14	-1	-6	9	4	-4	-8
C=CCNC(=S)NNC(=O)c1cc(Cl)ccc1OC	-7	-1	12	-13	14	26	12	-5
CC(C)Sc1ccc([N+](=O)[O-])cc1C(=O)Nc1ccncc1	0	-3	3	-2	-4	-14	2	4
CN(C)CCCNc1oc(-c2ccccc2Cl)nc1S(=O)(=O)c1ccc(F)cc1	-8	17	2	7	-11	5	2	-14
NC(=O)c1cc2ccccc2o/c1=N/NC(=O)c1cccc(Cl)c1	18	1	-1	-3	8	2	-1	4
OCCC1CN(C/C(Cl)=C/c2ccccc2)CCN1C1CCCC1 (stereo not drawn)	8	1	0	2	-11	15	-1	-4
COc1ccc(C(=O)NCCNC(=O)c2cnccn2)cc1OC	-6	0	10	3	-1	11	1	-20
COCc1cc(=O)n2[nH]c(-c3ccco3)cc2n1	-13	35	1	11	13	-1	4	10
CCCc1ccc(C(=O)N2CCN(c3ccccc3OCC)CC2)cc1	11	5	13	9	23	-11	4	15
CCc1ccc(C(=O)NNC(=O)CC2OC(=O)c3ccccc32)cc1 (stereo not drawn)	-3	-10	-6	-2	10	9	6	12
Cc1c(C)c(C)c(S(=O)(=O)n2[nH]c(=O)c(CCO)c2C)c(C)c1C	10	-1	13	1	3	3	-1	15
CC(C)CC(=O)Nc1ccc(C(=O)NNC(=O)C(c2ccccc2)c2ccccc2)cc1	-6	11	2	-6	12	11	-4	-6
COC(=O)N/N=C/c1cc(Cl)c(OCc2ccc(F)cc2)c(OC)c1	6	-2	16	8	-19	-6	5	8
CC(CCc1ccccc1)NC(=O)c1ccccc1F (stereo not drawn)	-18	-17	-2	0	-1	17	0	-53
COc1ccc2c(C)c(CC(=O)N3C[C@H]4C[C@@H](C3)c3cccc(=O)n3C4)c(=O)oc2c1OC	7	-2	0	13	16	-6	-4	6
CCN(CC(=O)Nc1c(F)cccc1F)C(=O)c1ccc(OCC(=O)N2CCOCC2)c(OC)c1	/	-1	1	/	/	0	-7	/

Given in CSV form: entries from further up
SMILES,697 NFkB inh,Gli-Sufu antag,EBI2 antag,UBC13 polyUb,APJ antag,CCR6 antagonist,CXCR6 inh,Jurkat NFkB inh
COc1ccc(C(=O)NCCNC(=O)c2cnccn2)cc1OC,-6,0,10,3,-1,11,1,-20
COCc1cc(=O)n2[nH]c(-c3ccco3)cc2n1,-13,35,1,11,13,-1,4,10
CCCc1ccc(C(=O)N2CCN(c3ccccc3OCC)CC2)cc1,11,5,13,9,23,-11,4,15
CCc1ccc(C(=O)NNC(=O)CC2OC(=O)c3ccccc32)cc1 (stereo not drawn),-3,-10,-6,-2,10,9,6,12
Cc1c(C)c(C)c(S(=O)(=O)n2[nH]c(=O)c(CCO)c2C)c(C)c1C,10,-1,13,1,3,3,-1,15
CC(C)CC(=O)Nc1ccc(C(=O)NNC(=O)C(c2ccccc2)c2ccccc2)cc1,-6,11,2,-6,12,11,-4,-6
COC(=O)N/N=C/c1cc(Cl)c(OCc2ccc(F)cc2)c(OC)c1,6,-2,16,8,-19,-6,5,8

(next part)
SMILES	697 NFkB inh	Gli-Sufu antag	EBI2 antag	UBC13 polyUb	APJ antag	CCR6 antagonist	CXCR6 inh	Jurkat NFkB inh
Cc1cc2oc(C(=O)NCc3ccncc3)c(C)c2cc1C	14	5	2	6	27	6	-11	1
Cc1nc2c3cc(Cl)ccc3n(CCN3CCCCC3)c2s1	-21	-11	-8	3	2	2	8	40
COC(=O)c1ccc(NC(=S)Nc2ccc3ccccc3c2)cc1	-25	-12	32	12	-7	9	7	-19
Cc1c(C(=O)NC(C)C)sc2ncn(CC(=O)N3CCC(C)CC3)c(=O)c12	4	6	2	-10	21	-16	-24	10
NC(=O)c1ccc(N2CCNC(=O)C2)c([N+](=O)[O-])c1	5	0	-4	-5	10	9	-2	9
CC(C)c1ccc(NC(=O)CSc2nc3ccsc3c(=O)n2Cc2ccc(C(=O)O)cc2)cc1	-15	-3	3	10	0	-9	-3	-2
Cc1c(N=C(N)/N=C(\N)Nc2ccc(Br)cc2)c(=O)n(-c2ccccc2)n1C	18	11	1	0	8	-2	-1	2
COc1ccc(C2=NOC(C(=O)NCc3cccnc3)C2)cc1OC (stereo not drawn)	17	9	-2	1	9	9	5	19
c1ccc(-c2nnsc2-c2ncc[nH]2)cc1	18	-3	-5	1	-9	0	-11	2
COc1cc(/C=N/NC(=O)CC2C(=O)NN=C2C)ccc1O (stereo not drawn)	19	5	-10	4	-13	1	5	9
O=C(c1nc2ncccn2n1)N1CCc2ccccc2C1	6	4	-8	3	-9	-7	12	9
CCC(=O)Nc1nnc(-c2ccc(OC)cc2)o1	1	-3	-1	0	7	5	-2	-14
Cc1cc(C)c(S(=O)(=O)c2cc(F)ccc2C)c(=O)[nH]1	2	-6	5	4	22	15	-8	1
O=C(Nc1ccc(OCC(=O)N2CCC(Cc3ccccc3)CC2)cc1)c1ccco1	15	18	-6	-2	-8	1	0	5
CN(Cc1nc(Cc2ccccc2F)no1)CC1(N2CCOCC2)CCCCC1	15	30	5	9	15	13	-12	3
Cc1ccnc(NS(=O)(=O)c2ccc(NC(=O)CN3C(=O)CCC3=O)cc2)n1	12	-19	1	3	10	24	-2	2
Cn1nc(C(=O)NCCCN2CCCCC2)c2c1-c1ccccc1S(=O)(=O)C2	-1	8	-5	-1	-33	4	4	-14
O=C(COc1ccc(Cl)cc1Br)OCC(=O)c1ccc[nH]1	-3	7	-6	-9	-4	6	-3	-2
O=C(Nc1nc2ccc(Cl)cc2s1)c1ccco1	-271	-112	0	12	-3	6	4	-67
COc1ccc(S(=O)(=O)N2CCN(CC(=O)Nc3cccc(F)c3)CC2)cc1	11	21	-3	1	-1	8	-10	-12
CCn1c(CC(=O)Nc2ccccc2F)nnc1SCC(=O)Nc1nncs1	8	-8	9	0	-2	10	0	10
Cc1nn2c(NCc3ccccn3)cc(C(C)C)nc2c1-c1ccccc1	7	-8	-16	20	7	52*	49*	-16
COc1ccc(CNC(=O)C2CCN(C(=O)Cc3ccccc3)CC2)cc1	11	2	6	5	-4	12	-2	-11
CCOC(=O)N1CCN(C(=O)COc2ccc(S(=O)(=O)NC(C)C)cc2)CC1	11	-3	-6	-2	13	8	0	-7
CCc1nc(SCc2cc(Cl)ccc2OC)n[nH]1	-2	-6	-2	1	-12	15	8	4
Cc1cccc(-n2nc([N+](=O)[O-])c(N3CCN(C(=O)c4ccco4)CC3)[n+]2[O-])c1	6	15	-16	-4	-33	0	-14	-7
O=C(NCc1ccccc1F)c1ccncc1	7	7	-5	2	3	21	0	1
CCCNC(=O)c1ccc2c(=O)c(O)c(-c3cccc(Br)c3)[nH]c2c1	-57	48	-12	-1	3	1	-13	3
O=C(CSc1nnnn1-c1ccccc1)NCc1ccco1	10	-2	-1	-4	20	3	3	7
c1ccc2c(c1)sc1nnnn12	-8	5	5	0	4	6	1	11
Cc1ccc(C(=O)NC(=S)N2CCN(C(=O)OC(C)(C)C)CC2)cc1Br	0	1	2	10	-22	22	18	6
COC(=O)CN1C(c2ccc(OC)cc2)=Nc2ccc(Cl)cc2C1c1ccccc1 (stereo not drawn)	-14	-4	29	-17	0	4	15	-14
CCC(=O)Nc1ccc(N/C(N)=N/c2nc(C)cc(C)n2)cc1	1	41	-10	0	5	8	-6	-2
O=S(=O)(NCCNS(=O)(=O)c1ccccc1)c1ccccc1	4	-6	9	4	-4	7	5	-4
CCN(Cc1ccccc1)S(=O)(=O)c1ccc(S(=O)(=O)N2CCN(C)CC2)cc1	-31	21	-1	-8	6	10	0	-15
COc1ccc(-c2c(C#Cc3ccsc3)c3cc(-c4ccc5[nH]ccc5c4)ccc3n2C)cc1	-22	14	-4	-13	8	3	1	2
COC(=O)/C=C1\SC(=NC(=O)c2cccc(Cl)c2)NC1=O	6	-10	0	-23	12	22	4	9
NS(=O)(=O)c1ccc(NC(=S)N2CCCC2)cc1	-4	2	-1	-5	5	-3	-6	-16
CC(C)(C)NC(=S)NNC(=O)c1cccc(Br)c1	-60	-41	14	0	15	20	5	-46
CCN(CC)CCN1C(=O)C(=O)/C(=C(/O)c2ccc(S(=O)(=O)N3CCOCC3)cc2)C1c1ccc(C(C)(C)C)cc1 (stereo not drawn)	0	1	0	-5	-3	12	6	-25
CC(=O)Nc1ccc(NS(=O)(=O)Cc2ccccc2)cc1	-9	-7	-8	2	4	4	-2	0
O=C1NC(c2ccccc2OC(F)F)Oc2ccccc21 (stereo not drawn)	18	-6	-1	12	-3	10	2	-1
Nn1c(Cc2ccccc2)nc2ccccc2c1=O	18	-3	8	9	7	-5	-3	22
CCC(=O)OCC(=O)C1(OC(=O)CC)[C@H](C)C[C@H]2[C@H]3[C@H]([C@@H](O)C[C@@]21C)[C@@]1(C)C=CC(=O)C=C1C[C@H]3Cl (stereo partly drawn)	-6	8	-2	10	-5	0	-14	12
CC(=O)C1=C(O)C(=O)N(c2ccc(Br)cn2)C1c1ccc(F)cc1 (stereo not drawn)	-40	-15	10	6	7	10	-7	-32
C/C(Cn1nc([N+](=O)[O-])cc1C)=N\NC(=O)COc1ccc(Cl)cc1Cl	-7	3	-2	-6	-12	10	6	-13
COC(=O)c1ccc(NC(=O)CCS(=O)(=O)c2ccc(C)cc2)cc1	4	3	-6	3	1	-4	-2	-2
Cc1cc(Br)ccc1SCC(=O)OCC(=O)c1c(N)n(C)c(=O)n(C)c1=O	30	8	8	5	29	-3	-10	-4
CCc1ccc2c(c1)c1nc(C)sc1n2CC(=O)OC	-7	0	5	12	20	-4	-2	-4
COc1ccc(N(C(=O)C2CSC(=O)C2)C(C(=O)NC(C)(C)C)c2ccncc2)cc1 (stereo not drawn)	19	-1	-4	4	16	7	-1	6
The listing continues.
SMILES	697 NFkB inh	Gli-Sufu antag	EBI2 antag	UBC13 polyUb	APJ antag	CCR6 antagonist	CXCR6 inh	Jurkat NFkB inh
CCN1C2=NCCCN2c2cc(C)c(C)cc21	1	8	4	3	-5	9	4	-5
Cc1cccc2cc(CN(CC3CCCO3)C(=O)c3cccnc3)c3nnnn3c12 (stereo not drawn)	7	7	-7	6	12	-11	-10	6
COc1ccccc1C(O)P(=O)(OCC(C)C)c1ccc(N(C)C)cc1 (stereo not drawn)	13	1	-1	0	8	-5	7	-5
NC(=S)c1cnn2c(-c3cccc(C(F)(F)F)c3)ccnc12	-3	8	10	15	13	12	-1	11
